Source: PubChem
NCI-60 one-dose screen, 48 h, at 10 µM unless noted. Numbers give growth in % (100 = growth as untreated, 0 = no growth, -100 = all killed).
MDA-MB-435 = MDA-MB-435 melanoma. 7.8% of 82,000 active. AID 1794794
M14 = M14 melanoma; 6.2% of 80,000 active; AID 1794745
SK-MEL-28 = SK-MEL-28 melanoma | 4.1% of 81,000 active
SK-MEL-5 = SK-MEL-5 melanoma; 6.4% of 80,000 active; AID 1794755
SK-MEL-2 = SK-MEL-2 melanoma; 4.7% of 77,000 active; AID 1794763
A549/ATCC = A549/ATCC NSCLC | 3.7% of 81,000 active | AID 1794740
UACC-62 = UACC-62 melanoma | 5.4% of 81,000 active | AID 1794756
UACC-257 = UACC-257 melanoma | 4.4% of 78,000 active
An asterisk follows results filed as active; nt = not tested or not shown; [ ] = remark or other dose. How the source made its calls: active means growth percent below 10; inactive means the rest.

Sample of the layout:
Second line of a record – MDA-MB-435	M14	SK-MEL-28	SK-MEL-5	SK-MEL-2	A549/ATCC	UACC-62	UACC-257
- CC(O)C(=O)Nc1ccccc1Cl (stereo not given)
→ 94	113	105	116	124	110	92	111
- Cc1cc(S(=O)(=O)O)ccc1O
→ 101	114	121	118	nt	116	91	nt
- CC(C)CCC[C@@H](C)[C@H]1CC[C@H]2[C@@H]3CC=C4C[C@@H](O)CC[C@]4(C)[C@H]3CC[C@]12C
→ 98	107	114	101	110	97	97	114
- C[C@@H](C[C@H](CCOCc1ccccn1)c1ccccc1)c1ccc2ccccc2c1
→ 102	95	104	100	84	81	80	95
- Cc1ccc(C#CC(C)(O)C(C)(C)C)cn1 (stereo not given)
→ 104	102	128	99	104	95	98	94

This part in full, repeating the preview:
Second line of a record – MDA-MB-435	M14	SK-MEL-28	SK-MEL-5	SK-MEL-2	A549/ATCC	UACC-62	UACC-257
- CC(O)C(=O)Nc1ccccc1Cl (stereo not given)
→ 94	113	105	116	124	110	92	111
- Cc1cc(S(=O)(=O)O)ccc1O
→ 101	114	121	118	nt	116	91	nt
- CC(C)CCC[C@@H](C)[C@H]1CC[C@H]2[C@@H]3CC=C4C[C@@H](O)CC[C@]4(C)[C@H]3CC[C@]12C
→ 98	107	114	101	110	97	97	114
- C[C@@H](C[C@H](CCOCc1ccccn1)c1ccccc1)c1ccc2ccccc2c1
→ 102	95	104	100	84	81	80	95
- Cc1ccc(C#CC(C)(O)C(C)(C)C)cn1 (stereo not given)
→ 104	102	128	99	104	95	98	94
- CC(=O)Nc1ccc(/C=C(\C#N)c2ccc(C)cc2)cc1
→ 105	131	100	nt	132	95	102	103
- Cc1cc(C)cc(C(=O)c2cc(Cl)ccc2OCCn2c(=O)ccn(CCOc3ccc(Cl)cc3)c2=O)c1
→ 57	49	nt	63	68	50	nt	nt
- CCCNC(=O)c1sc2ncnc(Nc3ccc(NC(=O)Nc4cccc(OC)c4)cc3)c2c1C
→ 107	98	115	88	101	73	115	nt
- CC(=O)c1c(C)[nH]c2c1c(-c1ccccn1)nc1ccccc12
→ 94	94	99	103	104	98	88	102
- Nc1nc(N)c(N=Nc2c(Br)cc(S(N)(=O)=O)cc2Br)c(=O)[nH]1
→ 100	105	110	105	97	101	107	94
- O=c1[nH]c(O)c(/C=C2\C=c3ccccc3=N\C2=N\c2nccs2)s1
→ 103	100	104	92	98	96	88	98
- O=C(/C=C/c1ccc(Cl)cc1)c1ccc(NC(=O)c2cc3cc4ccccc4nc3s2)cc1
→ 99	97	102	96	100	104	100	106
- COc1cc2nc(Sc3nnc(N)s3)n(-c3ccc(Oc4ccccc4)cc3)c(=O)c2cc1OC
→ 106	98	105	72	95	85	78	116
- CCCCOP(=O)(OCCCC)C(CC(=O)N(CCCC)CCCC)C(=O)N(CCCC)CCCC (stereo not given)
→ 78	55	94	99	65	62	64	71
- C[C@@]1(O)[C@H](c2ccccc2Br)OC(=O)N1CCc1ccc2c(c1)OCO2
→ 110	102	113	nt	97	88	97	88
- COc1nc2c(c(=O)[nH]1)C(c1ccc(F)cc1)C=C(C(=O)O)N2 (stereo not given)
→ 97	102	101	92	126	97	94	102
- COc1ccc(-c2cc(-c3cccnc3)nc3sc4c(=O)[nH]c(-c5ccc(Cl)cc5)nc4c23)cc1OC
→ 100	106	102	90	96	83	91	98
- Nc1ccn(C2C=CC(CO)O2)c(=O)n1 (stereo not given)
→ nt	98	113	99	108	100	92	92
- CS(=O)(=O)c1cccc(-c2c(-c3cccc(OCC(=O)c4ccccc4)c3)nc3sccn23)c1
→ 96	103	111	86	107	96	85	106
- O=S(=O)(Nc1ccc2c3c(cccc13)CC2)c1ccccc1
→ 82	95	100	102	90	85	82	81
- COc1ccc2c3c(c(OCCCN(C)C)nc2c1)-c1ccc(Cl)cc1C3=O
→ -7.7*	-59*	-74*	39	73	-64*	-49*	87
- CCCCN1C(=O)C2C3C=CC(C3)C2C1=O (stereo not given)
→ 109	93	106	105	103	101	94	100
- COc1cc2oc(-c3cccc(NC(=O)c4cc(N)ccc4Br)c3)cc(=O)c2c(OC)c1OC
→ 96	110	104	69	107	94	81	117
- NC(=Nc1ccccc1)SCCCSC(N)=Nc1ccccc1
→ 90	96	106	85	91	90	73	108
- COc1ccc(C2=NN(C(=O)c3cc(-c4ccccc4)nc4ccccc34)C(c3cc(-c4ccccc4)nn3-c3ccccc3)C2)cc1OC (stereo not given)
→ 86	75	90	85	78	77	79	107
- CS(=O)(=O)c1cccc(Cc2nnc(Cc3cc4ccc(F)cc4[nH]3)n2CCCc2cnc[nH]2)c1
→ 110	108	149	105	108	111	102	110
- Cc1ccc(NC(=O)CN2CCOCC2)cc1Cl
→ 100	100	104	96	95	95	93	88
- CCCOc1ccc(C#N)cc1
→ 100	115	98	105	115	104	104	101
- COc1ccc(-c2oncc2-c2cc3c(c(OC)c2)OCC(=O)N3)cc1
→ 76	100	110	98	105	101	94	102
- COc1cc(C(C2=C(O)c3ccccc3C(=O)C2=O)C2=C(O)c3ccccc3C(=O)C2=O)cc(OC)c1OC
→ 107	93	113	93	100	109	107	95
- CC(C)Cn1cnc2c(=O)[nH]c(=O)[nH]c21
→ 108	100	116	98	100	93	99	87
- O=C1CCC(=O)N1c1ccccc1
→ 113	99	110	107	96	87	103	93
- CCN(C(=O)N1CCN(c2cc3c(cc2F)c(=O)c(C(=O)O)cn3C2CC2)CC1)c1nc(-c2ccc(C)cc2)cs1
→ 16	20	34	-33*	-1.1*	16	-3.0*	15
- O=[N+]([O-])c1c(NCc2ccco2)ncnc1NCc1ccco1
→ 109	113	113	102	101	102	99	117
- CCOC(=O)CSc1ncnc2c1c(-c1ccccc1)c(-c1ccccc1)n2-c1cccc(Cl)c1
→ 95	95	91	93	89	95	65	88
- N#CC(C(=O)O)=C1CCCCCC1
→ 100	99	112	100	107	96	102	nt
- CC(C)OC(=O)c1ccc2n1CCCc1cnc(Nc3ccccc3)nc1-2
→ 43	90	93	61	66	74	65	83
- CCN(C(=O)CN1CCN(c2cc3c(cc2F)c(=O)c(C(=O)O)cn3C2CC2)CC1)c1nc(-c2ccc(C)cc2)cs1
→ 96	97	99	98	111	96	96	106
- O=C1C2=C(C(=O)c3ccccc31)C(CCc1ccccc1)c1sc(=O)[nH]c1S2 (stereo not given)
→ 53	85	102	65	89	94	81	84
- C=C1CC[C@@H]2[C@](C)(COC(C)=O)[C@H](OC(C)=O)CC[C@@]2(C)[C@@H]1CC(Nc1ccc(S(=O)(=O)Nc2nc(C)cc(C)n2)cc1)C1=CCOC1=O (stereo not given in full)
→ 67	64	84	74	88	65	33	68
- CC/C=C\C[C@H](O)C/C=C1\CC(CCO)=CC1=O
→ 108	104	113	91	101	85	95	92
- CC1C=CC(C)C(C(=O)c2ccccc2)C1C(=O)c1ccccc1 (stereo not given)
→ 104	98	114	100	97	94	91	98
- Cc1ccc(NC(=O)CSc2nc(-c3ccccc3)c(C#N)c(=O)[nH]2)cc1
→ 114	99	95	106	108	106	102	103
- COc1ccc(-c2nc3n[nH]c(-c4ccc(OC)cc4)c3c(-c3ccc(C(F)(F)F)cc3)c2C#N)cc1
→ 87	83	94	89	96	83	78	92
- C=CCNc1nc2c(cc1C#N)c(C)nn2-c1ccccc1
→ 105	103	106	83	92	81	67	112
- CC1(C)[C@@H](O)CC[C@]2(C)[C@H]3CC[C@@H]4[C@H]5[C@H](C(=O)/C=C\c6ccncc6)CC[C@]5(O)CC[C@@]4(C)[C@]3(C)CC[C@@H]12
→ 15	67	75	81	95	71	47	73
- O=Cc1ccc(OCc2cn(Cc3ccccc3)nn2)cc1
→ 110	99	113	102	94	103	96	111
- COc1ccc2c(O)c(/C=C3\N=Nc4nc(C)ccc43)oc2c1CC1CCNCC1
→ 43	35	-68*	81	95	68	-26*	75
- CCCCC1COc2cccc3c2N1C=C/C3=C\C(=O)N(C)c1ccc(OC)cc1 (stereo not given)
→ 104	105	114	104	120	97	95	109
- CC(C)C[C@H](C(=O)N[C@H](C(N)=O)C(C)C)N1CC=CCN(OCc2ccccc2)S1(=O)=O
→ 115[2.5 µM]	100[2.5 µM]	nt	106[2.5 µM]	99[2.5 µM]	95[2.5 µM]	99[2.5 µM]	91[2.5 µM]
- C=CCOC(=O)C1=C(C)N(CC)C(=O)N(CC)C1c1c(Cl)n(C)c2ccccc12 (stereo not given)
→ 89	75	99	96	96	64	59	90
- COc1cc(C(=O)C[n+]2ccc3ccccc3c2)cc(OC)c1OC
→ 100	98	106	100	102	105	91	103
- CCOC(=O)C1(C)CCCC(C)C1=O (stereo not given)
→ 116	106	104	109	nt	108	99	114
- CCN1CCN(Cc2ccc(C(=O)Nc3nc4ccc(Oc5ccnc(C(=O)NC)c5)cc4s3)cc2C(F)(F)F)CC1
→ 46	-4.9*	-66*	18	nt	60	25	-2.3*
- COc1ccc(C2N(c3cccc(Cl)c3)N=C(C(C)=O)N2[C@@H]2[C@@H](OC(C)=O)O[C@@H](COC(C)=O)[C@H](OC(C)=O)[C@H]2OC(C)=O)cc1 (stereo not given in full)
→ 95	83	86	70	90	69	53	90
- Cc1cc(C(C)(C)C)ccc1S
→ 111	112	104	111	93	111	99	108
- O=C(NCCCCO)c1cncnc1Nc1ccc2c(ccn2Cc2ccccn2)c1
→ 106	97	103	99	112	101	104	100
- CCN1C(=S)N(CC)C2C1N=C(SC)N2/N=C/C=C/c1ccccc1[N+](=O)[O-] (stereo not given)
→ 94	108	105	96	123	93	85	109
- Oc1ccc(C(=Nc2ccccc2)c2ccccc2)c(O)c1
→ 108	97	110	107	101	97	87	nt
- NC(=O)/C(=C\c1ccc([N+](=O)[O-])o1)c1ccco1
→ nt	91	106	79	102	73	99	75

The final 5 compounds of the section before are carried over, then new ones follow:
Second line of a record – MDA-MB-435	M14	SK-MEL-28	SK-MEL-5	SK-MEL-2	A549/ATCC	UACC-62	UACC-257
- Cc1cc(C(C)(C)C)ccc1S
→ 111	112	104	111	93	111	99	108
- O=C(NCCCCO)c1cncnc1Nc1ccc2c(ccn2Cc2ccccn2)c1
→ 106	97	103	99	112	101	104	100
- CCN1C(=S)N(CC)C2C1N=C(SC)N2/N=C/C=C/c1ccccc1[N+](=O)[O-] (stereo not given)
→ 94	108	105	96	123	93	85	109
- Oc1ccc(C(=Nc2ccccc2)c2ccccc2)c(O)c1
→ 108	97	110	107	101	97	87	nt
- NC(=O)/C(=C\c1ccc([N+](=O)[O-])o1)c1ccco1
→ nt	91	106	79	102	73	99	75
- CCOC(=O)c1cc2c(n1Cc1ccc(OC)cc1)-c1nc(OC)c(S(=O)(=O)c3ccccc3)cc1CCC2
→ 105	95	101	97	77	90	93	97
- CCOC(=O)C1=C(O)CSC1=Nc1ccc(N=C2SCC(O)=C2C(=O)OCC)cc1
→ 109	99	111	94	107	94	100	93
- CC(C)=CC1C(COC(=O)c2ccccc2)C1(C)C (stereo not given)
→ 113	105	105	100	92	103	102	101
- N#C/C(=C\c1ccc2c(c1)OCO2)n1nnc2cc(F)c(F)cc21
→ 3.4*	57	93	75	79	79	48	75
- C/C(O)=C(/C=N\C(=S)Nc1ccc(S(=O)(=O)Nc2nccs2)cc1)C(=O)Nc1ccccc1C
→ 109	100	110	93	115	93	82	109
- COC(=O)C1=CC=C[C@@H]2[C@@]3(C)CC(c4ccoc4)OC(=O)[C@@H]3CC[C@@]12C (stereo not given in full)
→ 98	100	102	98	109	104	100	107
- COc1cc2c(c(OC)c1OC)C(c1cc(C3CCNCC3)ccc1F)NC(=O)N2 (stereo not given)
→ 105	105	110	101	102	82	99	81
- N#Cc1c(-c2ccc(F)cc2)nc(SCc2ccccc2)nc1N1CCN(c2ccccc2)CC1
→ 95	95	101	101	100	102	84	101
- CN=C(N)N/N=C(\C)c1ccc2c(c1)Cc1ccccc1-2
→ -73*	-96*	-98*	-100*	-52*	-66*	-80*	-70*
- O=S(=O)(Oc1ccccn1)c1ccc(Br)cc1
→ 103	99	95	95	100	98	105	99
- O=C(COc1ccc(/C=C2\C(=O)Nc3cc(Cl)ccc32)cc1)NC1CCCCC1
→ 96	92	107	95	97	95	76	103
- CCSc1nnc2c(/C=C/c3ccc(OC)cc3)nc3ccccc3n12
→ 98	118	110	82	90	95	76	116
- O=[N+]([O-])c1cccc(-c2nc3ccccc3s/c2=N/O)c1
→ 104	104	108	91	73	83	72	95
- Cc1[nH]c(-c2nc3ccccc3[nH]2)c(C)c1C(=O)NN
→ 98	109	104	105	97	100	98	95
- CCCCCCCCCCCCCCCCCCOc1ccccc1CC(=O)NCC[N+]1(C)CCOCC1
→ 76	70	75	75	75	56	56	99
- CC1=C(O)C(=O)C(C(C#N)(C#N)C(C#N)C#N)C1 (stereo not given)
→ 97	101	114	nt	84	101	98	105
- O=NC1CC=CCC1c1ccccc1 (stereo not given)
→ 112	105	114	108	108	nt	100	105
- CC(=O)CC(c1ccccc1)c1ccccc1
→ 117	103	117	106	137	98	109	103
- Nc1cccc(N)c1
→ 97	102	110	106	nt	115	100	112
- Nc1c(C(=O)N/N=C/c2ccc(OCc3ccccc3)cc2)cnn1CC(O)c1ccccc1 (stereo not given)
→ 108	107	112	100	107	90	94	103
- CSc1nc2ccccc2cc1/C=[N+](\[O-])c1ccccc1
→ 46	28	94	52	96	98	51	90
- Cc1c(NCC(=O)Nc2nc3ccccc3[nH]2)c(=O)n(-c2ccccc2)n1C
→ 103	105	110	100	104	97	102	94
- CC1(C)OC(=O)N(CO)C1=O
→ 105	108	105	102	88	88	102	83
- Cc1ccc(-c2nc3c(c(-c4ccccc4)nn3-c3ccccc3)c(-c3ccc(O)cc3)c2C#N)cc1
→ 64	60	67	78	79	52	64	94
- CC(C)(C#N)N1CCN(c2ccccc2Cl)CC1
→ 97	99	112	114	103	95	112	92
- COc1ccc(-c2cc(-c3cccnc3)nc3sc(C(=O)Nc4ccccc4)c(N)c23)cc1OC
→ 76	66	73	75	nt	74	69	107
- COc1nc2ccccc2cc1/C=[N+](\[O-])c1ccccc1
→ 42	40	101	73	88	95	63	93
